High-throughput results as filed in PubChem BioAssay.
BRCA1 expr act – qHTS Assay to Identify Small Molecule Activators of BRCA1 Expression. 1.1% of 380,000 active. MCF7-BRCA1-FFLuc reporter, luminescence, 48 h; response scale: scaled: vehicle 0%, 10 µM genistein 100%. Potency, µM (titrated, usually from 46.1 µM), for the others: at the highest dose activation, usual class: activators; also: potency is read from the fitted curve at half-maximal effect; nearly all actives have a fitted effect of over 80% in size; some results filed as inactive show a strong effect at the top dose
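Activators of BRCA1 expression were detected as increased firefly luciferase luminescence in engineered MCF7 cells after 48 h compound incubation. Signals were scaled to genistein 10 microM as full activation.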
Gal4-VP16 FLuc – VP16 counterscreen qHTS for inhibitors of ROR gamma transcriptional activity; Drosophila S2 Gal4-VP16 UAS-luciferase, luminescence, 20 h; Potency, µM (titrated, usually from 53.6 µM), without a hit: at the top dose activity, negative = inhibition, most hits filed as inhibitors; 3.5% of 310,000 active; AID 2546, 2010;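 also: Gal4-VP16 expression switched on by copper sulfate through the metallothionein promoter; potency is read from the fitted curve at half-maximal effect; % is scaled to controls: 0 for no effect and ±100 for the full control effect; nearly all actives have a fitted effect of over 50% in size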
RORg inh – qHTS for inhibitors of ROR gamma transcriptional activity. Nuclear receptor ROR-gamma (Mus musculus), P51450. Drosophila S2 Gal4-RORgamma UAS-luciferase reporter, 20 h. Potency, µM (doses to about 53.6 µM), for inactives: at the top dose activity change, negative = inhibition, actives largely listed as inhibitors. 5.4% of 310,000 active. AID 2551, 2010; also: potency is read from the fitted curve at half-maximal effect; % is scaled to controls: 0 for no effect and ±100 for the full control effect; nearly all actives have a fitted effect of over 60% in size
Target sequence (P51450 whole entry, looked up, the tested form may be a part): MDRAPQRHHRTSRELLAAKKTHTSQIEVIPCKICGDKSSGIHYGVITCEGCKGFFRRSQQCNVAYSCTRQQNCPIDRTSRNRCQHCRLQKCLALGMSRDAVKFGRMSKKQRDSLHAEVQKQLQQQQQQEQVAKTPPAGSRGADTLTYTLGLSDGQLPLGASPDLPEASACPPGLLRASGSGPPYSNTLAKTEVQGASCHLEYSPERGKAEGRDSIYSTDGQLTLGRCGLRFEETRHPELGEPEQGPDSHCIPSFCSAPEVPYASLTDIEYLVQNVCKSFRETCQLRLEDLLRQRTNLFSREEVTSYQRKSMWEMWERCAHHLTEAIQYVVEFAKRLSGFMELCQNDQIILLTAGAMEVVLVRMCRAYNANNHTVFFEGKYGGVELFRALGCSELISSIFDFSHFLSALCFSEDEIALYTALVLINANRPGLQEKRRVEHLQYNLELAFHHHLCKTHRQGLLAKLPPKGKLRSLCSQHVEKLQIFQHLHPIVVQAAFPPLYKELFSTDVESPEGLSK
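Compounds are pin-transferred onto Drosophila Schneider cells expressing a copper-inducible Gal4–ROR gamma transactivation domain fusion. After 1 hr, copper sulfate is added to 700 uM final; luciferase is read 20 hr later.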
Rab9 promoter act – qHTS Assay for Rab9 Promoter Activators; 2.8% of 320,000 active; Potency, µM (doses to about 9.22 µM), inactives show top-dose activation, negative = inhibition, actives largely listed as activators; Huh7 Rab9 promoter-luciferase reporter, luminescence, 24 h; also: potency is read from the fitted curve at half-maximal effect; % of control where 0% means no effect; nearly all actives have a fitted effect of over 60% in size
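Promoter activation is measured as luciferase luminescence in Huh7 cells stably transfected with a Rab9 promoter–luciferase construct, following 24 h compound exposure at 37 °C and 10 min reagent incubation at ambient temperature.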
FLuc counter – qHTS profiling assay for firefly luciferase inhibitor/activator using purifed enzyme and Km concentrations of substrates (counterscreen for miR-21 project); Luciferin 4-monooxygenase (Photinus pyralis), P08659; purified FLuc, Km substrates, luminescence inhibition; Potency, µM (titrated, usually from 57.5 µM), for the others: top-dose activity change, negative = inhibition, actives largely listed as inhibitors; 6.9% of 360,000 active;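 also: potency is read from the fitted curve at half-maximal effect; plate controls were vehicle for no effect and reference inhibitor for full effect; nearly all actives have a fitted effect of over 55% in size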
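Purified P. pyralis luciferase (10nM final) with 10uM D-luciferin and 10uM ATP (Km levels) in 50mM Tris acetate pH 7.5, 10mM Mg acetate, 0.01% Tween-20, 0.05% BSA; qHTS 6-point titration, ~60 µM downward; luminescence read.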
PKM2 activator – qHTS Assay for Activators of Human Muscle isoform 2 Pyruvate Kinase; AID 1631, 2009; Pyruvate kinase PKM (Homo sapiens), P14618; purified PKM2, Kinase-Glo ATP luminescence, activation; response scale: 0% is enzyme alone, no compound; 0.34% of 260,000 active; Potency, µM (titrated, usually from 57.5 µM), for the others: at the top dose activation, hits mostly activators; also: potency is read from the fitted curve at half-maximal effect; % is scaled to controls: 0 for no effect and ±100 for the full control effect; nearly all actives have a fitted effect of over 55% in size
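Purified hPK-M2 (>95%) run at intermediate activity with 0.1 mM ADP and 0.5 mM PEP in 50 mM imidazole pH 7.2, KCl, MgCl2; 1 h room temperature. ATP formed read by Kinase-Glo luminescence; normalized to uninhibited and no-enzyme controls.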
ELG1 genotox – qHTS screen for small molecules that induce genotoxicity in human embryonic kidney (HEK293T) cells expressing luciferase-tagged ELG1. HEK293T ELG1-luciferase reporter, luminescence, 16 h. Potency, µM (doses to about 46 µM), for the others: at the top dose activity change, positive = activation, most hits filed as activators. 1.3% of 330,000 active. AID 504466, 2011; also: potency is read from the fitted curve at half-maximal effect; % of control where 0% means no effect; nearly all actives have a fitted effect of over 60% in size
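Genotoxic stress is detected as increased luminescence from luciferase-tagged ELG1 in HEK293T cells, measured with ONE-Glo after a 16 hr treatment at 37 °C.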
NPC1 prom act – qHTS Assay for NPC1 Promoter Activators; Huh7 NPC1 promoter luciferase reporter, 24 h; Potency, µM (doses to about 9.22 µM), for inactives: at the top dose activation, hits mostly activators; 2.4% of 320,000 active;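 also: potency is read from the fitted curve at half-maximal effect; % of control where 0% means no effect; nearly all actives have a fitted effect of over 60% in size; reporter is driven by a mutant NPC1 promoter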
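Luminescence read-out of NPC1 promoter-driven luciferase in stably transfected Huh7 cells; compounds delivered in DMSO and left 24 h at 37C, 5% CO2, qHTS titration format.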
Menin MLL FP TR – qHTS Assay for Inhibitors Targeting the Menin-MLL Interaction in MLL Related Leukemias: Competition With Texas Red Labeled MLL-derived Mutant Peptide; O00255; Menin + Texas Red MLL mutant peptide, fluorescence polarization; Potency, µM (series often up to 61.6 µM), without a hit: at the highest dose FP activity change, negative = inhibition, usual class: inhibitors; 0.23% of 270,000 active; active = well fitted inhibition curve with a large enough effect in the polarisation, with a control signal flat, not every such curve was filed as active; inconclusive = small, poorly fitted or top-dose-only effect, or effect the other way, or a change in a side signal; inactive = no such curve, though single readings can be large or run the other way; the % refers to the polarisation; also: potency is read from the fitted curve at half-maximal effect; % of control where 0% means no effect; many of its hits are not listed in these tables
Target sequence (O00255 whole entry, looked up): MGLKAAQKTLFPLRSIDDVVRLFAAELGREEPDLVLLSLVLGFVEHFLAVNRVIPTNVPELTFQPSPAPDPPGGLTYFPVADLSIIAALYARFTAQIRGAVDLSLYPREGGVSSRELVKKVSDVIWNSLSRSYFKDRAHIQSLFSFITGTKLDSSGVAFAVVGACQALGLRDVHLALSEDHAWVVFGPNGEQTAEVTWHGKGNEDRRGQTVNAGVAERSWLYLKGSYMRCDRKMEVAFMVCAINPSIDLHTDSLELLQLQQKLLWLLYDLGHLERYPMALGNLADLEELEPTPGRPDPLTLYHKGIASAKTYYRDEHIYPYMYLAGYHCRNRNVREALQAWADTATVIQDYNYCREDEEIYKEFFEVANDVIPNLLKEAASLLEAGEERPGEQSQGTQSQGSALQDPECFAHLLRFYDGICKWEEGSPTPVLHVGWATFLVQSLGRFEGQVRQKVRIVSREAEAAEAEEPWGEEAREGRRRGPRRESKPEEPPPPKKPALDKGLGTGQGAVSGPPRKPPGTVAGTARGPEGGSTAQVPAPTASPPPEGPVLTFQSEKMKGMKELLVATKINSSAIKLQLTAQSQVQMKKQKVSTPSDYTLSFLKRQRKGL
p53 reactivation – qHTS assay for re-activators of p53 using a Luc reporter; H1299 p53-A138V BP100-luciferase reporter, luminescence, 24 h; Potency, µM (series often up to 92.2 µM), without a hit: at the highest dose activity change, positive = activation, hits mostly activators; 0.063% of 320,000 active; AID 504706, 2011; also: potency is read from the fitted curve at half-maximal effect; % of control where 0% means no effect; nearly all actives have a fitted effect of over 45% in size
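H1299 (p53-null), stable ts p53-A138V + BP100-Luc; 1000 cells/well, Opti-MEM/10% FBS; cpd 4 pt, 1:5; 24 h, 37 deg C, 5% CO2; detection reagent 10 min RT; luminescence.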
Giardia killer – Small Molecules that selectively kill Giardia lamblia: qHTS. Giardia lamblia trophozoite viability. activity change, % at 7.66 µM, hits read low. 0.15% of 340,000 active. AID 540267, 2011; in the data active = activity change below about -80%; inconclusive = between about -30% and that limit;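 also: parasites exposed to compound for two days anaerobically before the ATP read; % is scaled to controls: 0 for no effect and ±100 for the full control effect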
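Killing of trophozoites was scored by loss of ATP luminescence after a 48 hrs anaerobic exposure to compounds at 37 deg C, using 100 cells per well.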
An asterisk follows results filed as active; ? = inconclusive; / = no result given; & = joins results of further samples; [ ] = dose if it differs, or a comment. Unless noted, calls follow the shape of the dose curve; as a rule, active = well fitted curve in the direction sought with a large enough effect; inconclusive = small, poorly fitted or top-dose-only effect, or another doubt; inactive = no such curve, though single readings can be large; an effect the other way counts as inactive or inconclusive.

SMILES	NPC1 prom act	ELG1 genotox	Menin MLL FP TR	p53 reactivation	PKM2 activator	FLuc counter	Gal4-VP16 FLuc	RORg inh	BRCA1 expr act	Rab9 promoter act	Giardia killer
CC1(C)CC(NC(=O)c2cc(S(=O)(=O)N3CCCCC3)ccc2Cl)CC(C)(C)N1	-5.4%	2.0%	/	?	-8.1%	-0.1%	-3.4%	-18.4%	-17.7%	0.0%	-11.2
Cc1ccccc1C(=O)NNC(=O)c1ccc(F)cc1	2.4%	12.7%	/	0.3%	-1.3%	-14.8%	-2.3%	3.2%	93.1%	20.5%	10.4
COC(=O)c1cc(NS(=O)(=O)c2ccc(F)cc2)ccc1N1CCOCC1	-2.1%	-3.0%	/	-3.4%	4.3%	-1.5%	-2.3%	11.3%	-0.7%	-3.2%	16.0
C=CCNC(=O)COc1coc(CN2CCN(C(=O)c3ccco3)CC2)cc1=O	-2.0%	-0.2%	/	3.8%	/	6.0%	/	/	-14.4%	-1.2%	-5.2
Cc1ccc(CNC(=O)C2CCCCN2S(=O)(=O)c2ccccc2)cc1 (stereo not drawn)	-3.3%	-0.9%	4.0%	-1.2%	1.7%	3.8%	2.7%	-2.3%	-5.9%	1.8%	14.3
Cc1nc2ncnn2c(C)c1CCC(=O)Oc1ccccc1	-2.0%	0.3%	-8.4%	5.6%	-1.2%	4.6%	-13.0%	-7.1%	0.9%	3.5%	10.9
Cc1ccc(CN(C)C(=O)CC2C(=O)NCCN2CC2CCCCC2)cc1 (stereo not drawn)	-6.4%	-0.4%	?	-4.0%	-5.4%	0.2%	-1.4%	5.1%	-6.5%	-4.9%	2.6
Cc1cc(C)cc(NC(=S)N2CCC(N(C)CC3CCCO3)CC2)c1 (stereo not drawn)	2.2%	-0.1%	?	12.3%	-0.2%	0.1%	-1.3%	0.1%	-21.9%	-3.3%	-3.6
Cc1cccc(OCC(=O)NNC(=O)Cn2c(=O)cnc3ccccc32)c1	1.6%	3.9%	/	1.0%	/	1.2%	/	/	-0.2%	-4.7%	-17.6
COc1cccc(NC(=O)N2CCCCCC2)c1	?	?	-12.5%	?	-4.1%	?	-16.0%	-0.6%	67.6%	?	-5.2
Cc1cccc2sc(NC(=O)Cn3c(C)csc3=O)nc12	0.4%	0.3%	/	4.1%	/	-6.1%	/	/	-5.3%	-5.6%	-24.0
O=C(O)CC(C(=O)Nc1ccc(Cl)cc1)N1CCCCCC1 (stereo not drawn)	-3.6%	-2.9%	-6.5%	/	0.8%	-1.9%	-12.6%	-5.4%	-30.5%	5.7%	-22.4
O=C(CSCC(=O)NC1CCCC1)Nc1ccccc1	-1.6%	0.5%	-7.0%	-5.3%	2.7%	2.6%	-26.3%	16.7%	-7.9%	0.3%	8.6
CSc1ccc(C2Nc3ccccc3-c3cc(C)nn32)cc1 (stereo not drawn)	-1.3%	-3.9%	20.9%	3.5%	1.7%	?	2.6%	24.8%	-1.5%	4.1%	-2.1
C=CCn1c(NCc2cc(C)ccc2O)nc2ccccc21	6.0%	5.0%	?	?	0.4%	?	13.5%	29.0%	46.7%	-4.8%	0.4
CCOC(=O)C(Cc1ccccc1)C(=O)Nc1ccccc1C (stereo not drawn)	10.1%	2.1%	6.0%	-0.2%	-3.7%	3.2%	2.6%	-12.9%	7.4%	4.7%	-2.6
CCOC(=O)c1c(CSc2ccc(C)cc2)oc2ccc(O)cc12	-0.6%	-0.1%	44.5%[activator]	-6.0%	-2.3%	-3.7%	?	-26.3%	-70.4%	0.2%	-28.9
COc1ccc2oc(=O)c(C(=O)N3CCc4ccccc43)cc2c1	0.4%	16.1%	-22.2%	2.9%	-3.2%	2.2%	-1.4%	26.2%	51.2%	3.0%	-8.7
O=C(NCCc1ccccc1)C1CCN(S(=O)(=O)c2cccc3nsnc23)CC1	-0.8%	-3.9%	-10.5%	-9.3%	-7.5%	1.7%	4.7%	17.1%	-14.9%	-5.8%	8.6
Cc1ccccc1OCC(O)Cn1c(NCCN(C)C)nc2c1c(=O)n(C)c(=O)n2C (stereo not drawn)	-1.8%	0.7%	2.4%[11.7 µM]	0.9%	1.3%	0.6%	-3.3%	13.4%	/	1.8%	/
CCOC(=O)Cc1c(C)nc2cc(-c3ccc(Cl)cc3)[nH]n2c1=O	2.6%	?	21.3%	20.2%	1.8%	?	-6.8%	-4.9%	10.9%	13.8%	1.2
O=C(c1ccc(-c2ccccc2)cc1)N1CCN(Cc2ccccn2)CC1	2.5%	-4.5%	-2.1%	-4.9%	6.8%	-18.6%	4.3%	-19.2%	4.7%	4.9%	-10.4
CCOC(=O)Cn1c(=O)oc2cc(S(=O)(=O)N3CCN(C(=O)c4ccco4)CC3)ccc21	-2.4%	0.9%	-3.1%	2.7%	-2.6%	1.6%	1.2%	12.0%	-22.1%	-6.1%	6.0
CCC(C)NC(=O)C1c2ccccc2C(=O)N1Cc1cc(OC)ccc1OC (stereo not drawn)	1.0%	-0.4%	-4.1%	-36.9%[inhibitor]	-5.6%	-0.2%	6.0%	-4.0%	-26.2%	0.9%	-12.0
CCOc1cc(C)c(S(=O)(=O)Nc2ccc(F)cc2)cc1C	-1.2%	-6.3%	14.8%	6.2%	5.4%	2.5%	?	-13.9%	-42.3%	-7.3%	9.2
O=C(CC1CCCCC1)NCc1ccc(F)cc1	28.8%	?	-16.2%	4.7%	-0.2%	-18.8%	-7.8%	-39.1%	?	?	5.5
CCC(C)(C)N=C(NC#N)Nc1cccnc1	-0.6%	/	22.8%	/	-13.5%	-3.4%	9.2%&-19.6%	18.6%&10.2%	/	-2.5%	/
Clc1ccc(CNc2ccc(CNc3ncn[nH]3)cc2)cc1	27.6%	1.2%	3.3%	27.8%	0.3%	?	1.6%	35.5%	1.7%	22.9%	-7.7
O=C(O)c1nc(N2CCCCC2)ncc1Cl	9.5%	-3.7%	9.3%	-0.9%	-4.5%	0.4%	2.6%	7.4%	-10.1%	-0.2%	12.1
Clc1ccc(/C=N/Nc2ncnc3nc[nH]c23)cc1	?	16.4µM*	/	7.6%	-1.7%	16.9µM*	-1.9%	20.5%	?	?	-3.5
COC(C(=O)Nc1ccnn1C1CCN(Cc2ccc(CO)o2)CC1)c1ccccc1 (stereo not drawn)	2.7%	0.0%	-5.9%	12.0%	3.4%	1.4%	5.1%	27.5%	-4.9%	2.8%	11.4
CCC(=O)Nc1ccc(S(=O)(=O)Nc2ccc(Cl)nn2)cc1	-5.8%	2.0%	-0.7%	-3.0%	2.3%	0.4%	-5.1%	-15.5%	-9.6%	-2.9%	-4.2
CCOC(=O)C1(Cc2cccc(Cl)c2)CCCN(C(=O)c2cccnc2)C1 (stereo not drawn)	-3.5%	-1.0%	11.4%	-0.8%	-20.7%	-0.7%	2.3%	11.8%	-3.1%	-7.8%	7.2
CCC(Oc1ccccc1)C(=O)N1CC(C)CC(C)C1 (stereo not drawn)	4.9%	-0.7%	-12.0%	-4.7%	-1.8%	4.6%	-4.7%	13.7%	-28.7%	-5.2%	-5.7
C#CCOCCOCCOCCNc1nc(N2CCN(C(=O)[C@H](CCCCN)n3cc([C@@H](N)CC(C)C)nn3)CC2)nc(N2CCN(C(=O)[C@H](CCCCN)n3cc([C@@H](N)CC(C)C)nn3)CC2)n1	-4.6%	3.4%	-3.9%	-0.2%	-0.5%	1.3%	-5.7%	-11.4%	15.1%	6.7%	8.9
COc1ccc(C(=O)Cn2c(C)nc([N+](=O)[O-])c2Br)cc1	-3.3%	?	/	-15.0%	-1.9%	-2.6%	?	-31.8%	-48.2%	-22.6%	-6.6
O=C1c2ccccc2C(=O)N1Cc1ccccc1F	-4.9%	-0.2%	7.1%	-1.4%	/	-0.3%	-9.6%	16.4%	-4.5%	0.3%	19.8
O=C(COc1ccc(S(=O)(=O)NC2CCCCC2)cc1)NCCC1=CCCCC1	-5.7%	-2.0%	3.4%	3.9%	1.1%	-3.0%	-1.1%	7.8%	-35.1%	-2.3%	-3.1

An excerpt; rates above refer to the full screens.
